Screening data deposited in PubChem BioAssay by National Center for Advancing Translational Sciences (NCATS).
IL2 activator: activates IL-2 in a cell-based reporter assay. IL-2 activation reporter assay, cell-based qHTS; stimulated with anti-CD3/CD4/CD28 beads; in transgenic mouse T cells. activation, % (series mostly up to about 46 µM). hit rate 0.065% among 360,000. AID 652025; in the data active = activation above about 50%; inconclusive = mostly about 30% to 49%; also: 0% is about no effect
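Readout is EGFP and DsRed signal by fluorescent plate cytometry after 18 h at 37 degrees C. Transgenic mouse T cells (750/well) received compound for 60 min before bead stimulation (anti-CD3, anti-CD4, anti-CD28); memory T cells served as non-tolerant control.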
Abeta yeast res: A-beta toxicity reversal in yeast; yeast expressing A-beta42, growth rescue, OD600, 48 h; response scale: 0% DMSO, 100% iron-clioquinol control; Potency, µM (titrated, usually from 46.1 µM), for inactives: at the top dose growth rescue, usual class: activators; hit rate 0.063% among 410,000; AID 1347071; also: potency is read from the fitted curve at half-maximal effect; nearly all actives have a fitted effect of over 55% in size
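Yeast A-beta toxicity model in growth medium with pinned compounds, 48 h at 30 C; growth read as absorbance at 600 nm. Normalized to FeCl3/clioquinol equimolar mix (positive) and DMSO (negative).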
FUS yeast rescue: FUS proteinopathy suppression in yeast. S. cerevisiae FUS-expressing, growth rescue, OD600, 24 h. Potency, µM (series often up to 76.6 µM), without a hit: at the highest dose growth rescue (activation), most hits filed as activators. hit rate 0.24% among 390,000. AID 1347120;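 also: potency is read from the fitted curve at half-maximal effect; plate controls were DMSO vehicle for no effect and reference control for full effect; nearly all actives have a fitted effect of over 55% in size; some results filed as inactive show a strong effect at the top dose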
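Compound concentration series was pinned onto galactose-induced FUS-expressing yeast seeded at OD 0.005. Plates sat 24hr at 30C; absorbance at 600 nm gave growth. DMSO served as background control.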
EPAC1 antagonist: blocks human EPAC1 exchange factor. hit rate 0.14% among 360,000. EPAC1 GEF assay, Rap1b-BODIPY-GDP exchange fluorescence. Potency, µM (titrated, usually from 115 µM), for inactives: at the highest dose activity change, negative = inhibition, most hits filed as inhibitors. O95398;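 also: potency is read from the fitted curve at half-maximal effect; plate controls were vehicle for no effect and positive control for full effect; nearly all actives have a fitted effect of over 50% in size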
WRN helicase inh: inhibitors of human WRN helicase; Potency, µM (series often up to 114 µM), for the others: top-dose activity change, negative = inhibition, usual class: inhibitors; hit rate 0.46% among 360,000; WRN helicase unwinding, fluorescent forked duplex, kinetic; Q14191; also: potency is read from the fitted curve at half-maximal effect; % is scaled to controls: 0 for no effect and ±100 for the full control effect; nearly all actives have a fitted effect of over 55% in size
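Fluorescence dequenching readout, ex 525 nm/em 598 nm, kinetic mode: forked duplex DNA (100 nM final) with adjacent fluorophore and quencher unwound by WRN (20 nM final) with 2 mM ATP. Compound preincubation 15 min, room temperature.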
PLK1 PBD inh: PLK1 (human) polo-box domain binding inhibition; P53350; Plk1 PBD binding of FITC phosphopeptide, fluorescence polarization; Potency, µM, without a hit: max response, negative = inhibition, actives largely listed as inhibitors; hit rate 2.8% among 360,000; AID 720504; also: potency is read from the fitted curve at half-maximal effect; series mostly up to about 57 µM; % is scaled to controls: 0 for no effect and ±100 for the full control effect; nearly all actives have a fitted effect of over 65% in size
Target sequence (P53350 whole entry, looked up, the tested form may be a part): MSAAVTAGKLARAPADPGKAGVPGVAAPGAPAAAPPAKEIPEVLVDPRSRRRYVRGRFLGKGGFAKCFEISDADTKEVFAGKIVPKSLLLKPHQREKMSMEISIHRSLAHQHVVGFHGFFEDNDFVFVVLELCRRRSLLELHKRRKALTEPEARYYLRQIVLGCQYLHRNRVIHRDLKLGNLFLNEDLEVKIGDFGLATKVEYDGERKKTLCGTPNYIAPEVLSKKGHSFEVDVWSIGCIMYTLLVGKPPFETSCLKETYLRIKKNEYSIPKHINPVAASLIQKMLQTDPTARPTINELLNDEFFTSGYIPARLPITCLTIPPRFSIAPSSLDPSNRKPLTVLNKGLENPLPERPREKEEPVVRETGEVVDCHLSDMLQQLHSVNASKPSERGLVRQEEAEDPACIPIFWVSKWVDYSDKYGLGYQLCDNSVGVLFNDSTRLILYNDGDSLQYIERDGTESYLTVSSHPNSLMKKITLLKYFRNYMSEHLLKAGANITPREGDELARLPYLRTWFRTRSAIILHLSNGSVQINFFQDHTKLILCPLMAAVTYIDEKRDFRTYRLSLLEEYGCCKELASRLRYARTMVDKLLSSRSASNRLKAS
PI5P4Ka inh: PI5P4K alpha (human) kinase inhibition; PI5P4Kalpha enzyme, ADP-Glo luminescence, 60 min; hits give low values; hit rate 1.2% among 330,000; max response, %; P48426; active = max response of -50% or lower; inconclusive = between -30% and -50%; inactive = -30% or higher; also: value at the top dose of about 77 µM; % is scaled to controls: 0 for no effect and ±100 for the full control effect
Target sequence (P48426 whole entry, looked up): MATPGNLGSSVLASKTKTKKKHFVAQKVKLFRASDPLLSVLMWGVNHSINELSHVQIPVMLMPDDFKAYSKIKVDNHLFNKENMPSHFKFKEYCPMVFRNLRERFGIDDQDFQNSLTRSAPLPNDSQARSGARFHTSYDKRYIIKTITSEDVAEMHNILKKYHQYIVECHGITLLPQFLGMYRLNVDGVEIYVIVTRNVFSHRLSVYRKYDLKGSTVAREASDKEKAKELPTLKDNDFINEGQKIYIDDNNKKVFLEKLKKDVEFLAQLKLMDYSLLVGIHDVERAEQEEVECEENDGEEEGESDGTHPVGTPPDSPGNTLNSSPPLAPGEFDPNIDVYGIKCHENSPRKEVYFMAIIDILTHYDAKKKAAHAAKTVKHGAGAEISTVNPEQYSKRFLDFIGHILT
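ADP-Glo luminescence end-point read after a 60 min room-temperature kinase reaction of PI5P4Kalpha plus substrate, initiated with ATP at 5 microM final. Buffer: 0.038 M HEPES pH 7.4, EGTA, 0.1% CHAPS, 5% DMSO.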
EPAC1 ag: activates human EPAC1 exchange factor; O95398; EPAC1 agonist qHTS, biochemical assay; response scale: 100% = response to 6.5 mM cAMP; Potency, µM (doses to about 154 µM), inactives show top-dose activation, actives largely listed as activators; hit rate 0.073% among 360,000; also: potency is read from the fitted curve at half-maximal effect; nearly all actives have a fitted effect of over 60% in size
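Nucleotide exchange by EPAC1 (100 nM) on Rap1B–BODIPY-GDP (250 nM) in the presence of 50 uM GDP is tracked fluorescently at 480/540 nm over 30 min. Signals are normalized to a 6.5 mM cAMP control.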
The depositor's hits bear a star; ? = inconclusive; · = not tested or not shown; [ ] = dose if it differs, or a comment. Unless noted, calls follow the shape of the dose curve; as a rule, active = well fitted curve in the direction sought with a large enough effect; inconclusive = small, poorly fitted or top-dose-only effect, or another doubt; inactive = no such curve, though single readings can be large; an effect the other way counts as inactive or inconclusive.

SMILES	IL2 activator	Abeta yeast res	FUS yeast rescue	EPAC1 antagonist	WRN helicase inh	PLK1 PBD inh	PI5P4Ka inh	EPAC1 ag
CC(C)CC(c1nnnn1C(C)C)N1CCN(c2cccc(Cl)c2)CC1 (stereo not given)	-2.4	-57%[inhibitor]	23%	-17%	-1%	-6%	3	-1%
CC(C)(C)NC(=O)C(c1ccncc1)N(Cc1cccs1)C(=O)c1csnn1 (stereo not given)	4.1	1%	20%	-7%	-3%	-5%	0	5%
Oc1ccccc1N1CCN(C(=S)NCc2ccccc2)CC1	2.1	?	6%	5%	-2%	-11%	3	-9%
Cc1ccc(NC(=O)CNc2ccccc2N2CCCC2=O)cc1S(=O)(=O)N1CCCCC1	-1.8	-3%	·	-2%	-19%	-3%	-4	16%
COC(=O)c1ccc(CSc2nc3c(c(=O)n2-c2ccccc2)SCC3)o1	-2.2	-6%	27%	-1%	-8%	-19%	-6	-1%
Cc1cc(N2CCCC2)n2nc(C)nc2n1	-0.4	-1%	-25%	2%	-4%	-2%	3	8%
CCOC(=O)COc1cccc2c(=O)n(CC(=O)N3CCC(C)CC3)ccc12	-1.9	4%	-2%	-4%	2%	-5%	0	-17%
CCC(c1nnnn1CCOC)N(Cc1cc2cc(C)c(C)cc2[nH]c1=O)CC1CCCO1 (stereo not given)	-1.4	17%	15%	1%	-8%	-1%	0	3%
CCc1cc(=O)[nH]c(SCC(=O)N2CCOCC2)n1	1.9	-2%	4%	4%	3%	9%	1	-9%
CCCCc1cc(=O)oc2cc(OCC(=O)N3CCC(C(N)=O)CC3)ccc12	-1.6	-8%	-16%	-10%	3%	-10%	3	-4%
Cc1ccccc1C(=O)Nc1ccc(O)cc1C(=O)O	0.3	-10%	-3%	-5%	-1%	-30%	-20	-6%
COc1ccc(C#Cc2ccc3c(c2)O[C@@H](CN(C)C(=O)Nc2cccc(OC)c2)[C@H](C)CN([C@@H](C)CO)S3(=O)=O)cc1	-2.5	7%	?	-19%	0%	20%	7	-17%
CC(C)(C)OC(=O)N(CCc1ccccc1)Cc1ccc(OCc2cccc(NC(=O)C3CC3)c2)cc1	-0.8	-13%	3%	8%	-2%	-9%	3	-3%
O=S(=O)(c1ccc(-c2ccon2)s1)N1CCN(CCN2CCOCC2)CC1	-2.5	13%	21%	-4%	-3%	4%	2	-3%
CCN(CC)C(=O)C1CCCN(Cc2nc(-c3cccs3)no2)C1 (stereo not given)	0.6	20%	16%	-8%	5%	-9%	1	6%
CCn1c2ccccc2c2cc(CN3CCN(S(=O)(=O)Cc4ccccc4)CC3)ccc21	-2.5	17%	-4%	-21%	-4%	2%	1	4%
Cc1ccc(-c2noc(C3CCCN(C(=O)c4cccc(F)c4)C3)n2)cc1 (stereo not given)	-0.4	-8%	27%	-23%	3%	-3%	2	3%
COc1ccc(C(=O)Nc2cc(C(=O)O)cc(C(=O)O)c2)cc1Cl	0.1	-19%	8%	10%	2%	-7%	-12	-5%
Cc1oc2ccc(NS(=O)(=O)c3ccccc3)cc2c1C(=O)Nc1ccccc1	-0.5	4%	3%	-7%	-12%[57.1 µM]	1%	1	1%
Cc1ccc(-c2n[nH]c3c2CCC3)cc1	-0.3	?	16%	-15%	-4%	-11%	8	1%
Cc1cc(Nc2ccc(F)cc2)nc(N)n1	0.3	15%	16%	-1%	10%	-12%	·	2%
Cc1c(C(=O)NC2CCCc3ccccc32)cccc1[N+](=O)[O-] (stereo not given)	2.9	-1%	-13%	-5%	-7%	-8%	3	0%
Cc1cc(=O)[nH]c(NCc2ccccc2)n1	-1.2	4%	4%	-18%	10%	-28%	1	11%
Cc1ccc(-n2nc3c(c2NC(=O)/C=C\c2ccc4c(c2)OCO4)CSC3)cc1	-0.8	-14%	26%	-25%	-9%[11.6 µM]	-4%	?	-6%

One compound at a time (already shown).
Record of O=S(=O)(c1ccc(-c2ccon2)s1)N1CCN(CCN2CCOCC2)CC1 : IL2 activator = -2.5; Abeta yeast res = 13%; FUS yeast rescue = 21%; EPAC1 antagonist = -4%; WRN helicase inh = -3%; PLK1 PBD inh = 4%; PI5P4Ka inh = 2; EPAC1 ag = -3%
Record of Cc1c(C(=O)NC2CCCc3ccccc32)cccc1[N+](=O)[O-] (stereo not given) : IL2 activator = 2.9; Abeta yeast res = -1%; FUS yeast rescue = -13%; EPAC1 antagonist = -5%; WRN helicase inh = -7%; PLK1 PBD inh = -8%; PI5P4Ka inh = 3; EPAC1 ag = 0%

The results go on:
SMILES	IL2 activator	Abeta yeast res	FUS yeast rescue	EPAC1 antagonist	WRN helicase inh	PLK1 PBD inh	PI5P4Ka inh	EPAC1 ag
O=C(c1ccc(Br)s1)N1CCN(c2ccccn2)CC1	0.3	-7%	2%	-5%	-4%	13%	3	-5%
O=C(O)C1CCN(Cc2cccnc2)CC1	0.4	7%	-1%	-5%	9%	-4%	2	9%
CCOc1ccc(C(=O)NCC(=O)NCC(c2ccc(OC)cc2)N2CCCC2)cc1 (stereo not given)	-1.9	6%	0%	2%	-1%	3%	9	1%
COc1ccc(OC)c(S(=O)(=O)N(C)CC(=O)Nc2ccc3c(c2)OCO3)c1	0.1	0%	6%	6%	3%	-1%	1	0%
C/C(=N\NC(=S)Nc1ccccc1C)c1ccc(O)cc1	-1.4	-2%	-1%	-12%	-11%	11µM*	-25	3%
O=C(CSc1nnc(-c2ccncc2)o1)NC1CCCCC1	0.1	-2%	-27%	6%	-5%	-2%	4	14%
Cc1ccc(CN2C(=O)CCC2C(=O)NCCN(CC(C)C)CC(C)C)cc1 (stereo not given)	-0.5	20%	-12%	1%	-7%	0%	2	-14%
COc1ccc(S(=O)(=O)Nc2ccc(C)cc2)cc1OC	-0.8	6%	20%	0%	-12%	-8%	·	0%
O=C(N/N=C/c1ccc2c(c1)OCO2)c1cccnc1	-0.1	8%	16%	2%	9%	-20%	2	3%
CC(=O)c1cccc(NC(=O)COC(=O)c2ccccc2C)c1	1.8	4%	8%	-17%	6%	2%	-7	-9%
CCc1nnc(NS(=O)(=O)c2ccc(NC(=O)CCC(=O)OC)cc2)s1	0.8	14%	-28%	-1%	3%	-2%	-3	-12%
Cc1ccccc1NC(=O)CCN1CCN(C/C=C/c2ccccc2)CC1	1.1	-3%	20%	21%	2%	-7%	·	4%
Cc1cc([N+](=O)[O-])ccc1NC(=O)CSc1nnc(C)n1C	-1.6	-8%	-25%	2%	-15%	3%	0	4%
COC(=O)[C@@H](NC(=O)c1ccc2c(c1)S(=O)(=O)c1ccccc1C2=O)C(C)C	-1.4	-8%	16%	-16%	-34%	-10%	-2	-6%
CC(C)CC(=O)Nc1ccc2oc(-c3ccncc3)nc2c1	0.5	-18%	23%	12%	2%	-7%	0	7%
CCOC(=O)CN1C(=O)N(CC(=O)OCC)C(c2ccccc2)(c2ccccc2)C1=O	-1.1	24%	19%	6%	1%[57.1 µM]	3%	1	6%
CC(C)CC(=O)Nc1ccc(C(=O)COC(=O)Cc2n[nH]c(=O)c3ccccc23)cc1	-0.4	-2%	16%	-28%	3%	-9%	-20	-5%
COc1cc(C(=O)OC2CCOC2=O)cc(Cl)c1OC (stereo not given)	0.2	5%	15%	1%	-6%	-9%	-2	-2%
CCOC(=O)c1sc2ccc(S(=O)(=O)N3CCCCC3)cc2c1N	-1.0	7%	42%	-14%	-18%	-9%	·	13%
Cc1cccc(OCCSc2nc3c([nH]2)c(=N)ncn3Cc2ccccc2)c1	-0.7	5%	2%	-1%	1%	3%	1	5%
COc1cc(C2CC(=O)N3CN(Cc4ccccc4)CSC3=C2C#N)ccc1OCc1ccccc1 (stereo not given)	-1.7	-5%	?	-24%	-12%	?	?	-5%
O=C(OCn1nnc2ccccc2c1=O)c1ccc2ncsc2c1	-2.5	-74%[inhibitor]	26%	5%	3%	-20%	-6	6%
c1ccc(Cc2noc(CN3CCN(C4CCc5ccccc5C4)CC3)n2)cc1 (stereo not given)	-0.6	-9%	12%	15%	-3%	-7%	-4	4%
CCOC(=O)N1CCN(C(=O)/C=C/c2ccc([N+](=O)[O-])cc2)CC1	-0.6	-26%	-2%	5%	3%	-14%	0	2%
CCN1CCN(c2nc3c(c(=O)[nH]c(=O)n3C)n2Cc2cccc(C)c2)CC1	-1.0	5%	-18%	-8%	13%	-3%	-6	1%
CC(=O)Nc1ccc(S(=O)(=O)Nc2nc3ccccc3nc2Nc2ccc(N)cc2)cc1	0.4	11%	?	?	-7%	12%	-11	-11%
Cc1ccc(S(=O)(=O)N2CCN(c3ccc([N+](=O)[O-])c4cccnc34)CC2)cc1	-0.4	-20%	·	-10%	-17%	-16%	-3	2%
Cc1cccc(N(C)c2cc(C)nc3nc(C)nn23)c1	-1.7	1%	-15%	-8%	4%	30µM*	1	-2%
COc1ccc(-c2cc(C(=O)N(C)Cc3cccc(OC)c3OC)c3ccccc3n2)cc1OC	-1.0	-8%	32%	14%	2%	3%	-6	11%
Cc1nnc(SC(C)C(=O)Nc2ccc(S(=O)(=O)N3CCCCCC3)cc2)s1 (stereo not given)	-1.5	20%	38%	-15%	4%	-7%	·	12%
C=CCOc1ccc(C(=O)Nc2ccccc2C(=O)NCc2cccnc2)cc1	1.6	-12%	12%	-11%	-4%	2%	-8	7%
CC(=O)Nc1cccc(-c2ccnc3c2CC(C(=O)Nc2ccc(F)c(Cl)c2)O3)c1 (stereo not given)	0.2	24%	-10%	-5%	-1%	1%	-3	-9%
CN(c1ccc(OCC(=O)OCC(=O)NCc2ccco2)cc1)S(=O)(=O)c1ccc2ccccc2c1	-1.0	6%	10%	-12%	-3%	-6%	-14	12%
C=CCNC(=O)COc1ccccc1C#N	-0.1	-1%	-41%	-8%	-2%	0%	2	-1%
Cc1ccc(O)c(C2=NNC(c3ccc(Cl)cc3)C2)c1 (stereo not given)	0.5	-14%	4%	-10%	-12%	-9%	5	15%
CC1(C(=O)NCCN2CCOCC2)C=CCN1C(=O)c1ccccc1 (stereo not given)	-2.1	-7%	-17%	20%	9%	?	-2	-19%
CC(C(=O)Nc1cccc(S(=O)(=O)N2CCOCC2)c1)N1CCN(c2ccc(F)cc2)CC1 (stereo not given)	-0.5	0%	15%	-1%	0%	-1%	-3	2%
CCCCNC(=O)N(C)c1nc2ccccc2s1	10	16%	10%	-8%	-17%	-23%	1	-3%
